TcdB GH inh = TcdB glycohydrolase inhibitors, primary screen, biochemical, single point, plate reader; TcdB glycohydrolase enzymatic assay; Toxin B (Clostridioides difficile), P18177; actives 0.24% (n = 350,000); AID 652162, 2013; inhibition, % at 9.99 µM; in the data active = inhibition above about 10%
PrPC surface inh = inhibitors of human cell surface prion protein PrPC, primary screen, cell-based, TR-FRET. Major prion protein (Homo sapiens), P04156. TR-FRET read-out. AID 720596, 2013. inhibition, % at 13.8 µM. actives 0.43% (n = 370,000); in the data active = inhibition above about 24%; note: 0% = median of the test wells and 100% = reference compound wells
PfHsp40 rescue = rescue of yeast from PfHsp40 toxicity, primary screen, S. cerevisiae, ATP luminescence | S. cerevisiae expressing PfHsp40, growth rescue | growth rescue, % at 12.5 µM | actives 0.68% (n = 340,000); in the data active = growth rescue above about 28%, passing the limit was not always enough; inconclusive = no clear call, values can overlap the other calls;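 note: yeast W303a lacking pdr1 and pdr3 grown in galactose medium; growth measured after three days at 30 °C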
Anthrax LF prot = Bacillus anthracis LF protease inhibitors, primary screen, biochemical, multiplex microsphere, MLPCN library; actives 0.12% (n = 360,000); AID 588501, 2011; inhibition, % at 10 µM; Lethal factor (Bacillus anthracis), P15917; multiplex microsphere protease cleavage assay; note: plate controls were buffer without enzyme for full effect and enzyme alone for no effect
Target sequence (P15917 whole entry, looked up): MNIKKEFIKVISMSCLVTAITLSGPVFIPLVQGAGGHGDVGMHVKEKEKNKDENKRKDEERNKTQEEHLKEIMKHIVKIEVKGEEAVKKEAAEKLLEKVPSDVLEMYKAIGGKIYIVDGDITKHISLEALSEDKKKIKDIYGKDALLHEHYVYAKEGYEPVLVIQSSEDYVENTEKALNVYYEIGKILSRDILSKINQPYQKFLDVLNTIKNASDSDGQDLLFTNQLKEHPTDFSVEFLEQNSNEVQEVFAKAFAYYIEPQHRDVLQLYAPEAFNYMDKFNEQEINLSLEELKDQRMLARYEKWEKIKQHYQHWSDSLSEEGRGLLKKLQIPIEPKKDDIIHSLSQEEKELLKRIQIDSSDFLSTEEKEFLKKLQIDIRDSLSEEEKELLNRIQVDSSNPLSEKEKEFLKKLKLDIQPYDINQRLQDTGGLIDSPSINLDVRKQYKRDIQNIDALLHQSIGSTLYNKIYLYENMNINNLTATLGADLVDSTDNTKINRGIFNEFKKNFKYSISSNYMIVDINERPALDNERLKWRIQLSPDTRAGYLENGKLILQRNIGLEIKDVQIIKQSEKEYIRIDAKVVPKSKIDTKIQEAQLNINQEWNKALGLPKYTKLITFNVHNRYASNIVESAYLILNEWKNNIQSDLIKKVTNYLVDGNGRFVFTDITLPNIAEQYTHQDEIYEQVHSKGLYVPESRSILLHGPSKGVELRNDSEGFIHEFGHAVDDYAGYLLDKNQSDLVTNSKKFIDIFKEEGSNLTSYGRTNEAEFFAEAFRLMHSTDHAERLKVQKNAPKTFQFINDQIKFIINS
BH1578 lux ind = inducers of Vibrio cholerae quorum light production without autoinducers, primary screen, BH1578 luxS cqsA deficient, single point. actives 0.16% (n = 350,000). V. cholerae BH1578 lux reporter, luminescence, 6 h. activation, % at 18.7 µM; in the data active = activation mostly above about 9.7%, no sharp cut-off; inconclusive = no clear call, values can overlap the other calls; inactive = mostly below about 3.7%; note: not every result past the cut was called active; inactives centre near 0; reference of the scale not given here
Y pestis TopoI = Yersinia pestis topoisomerase I inhibitors, primary screen, biochemical, cleavage product accumulation, plate reader, single point | DNA topoisomerase I (Yersinia pestis CO92) | Y. pestis Topo-I cleavage product accumulation | activity, % at 10 µM | actives 0.064% (n = 360,000); in the data active = activity above about 50%, passing the limit was not always enough; inconclusive = no clear call, values can overlap the other calls; note: inactives centre near 2
BoNT-A LC inh2 = BoNT/A light chain protease inhibitors, primary screen, biochemical, flow cytometry, MLPCN library; Botulinum neurotoxin type A light chain protease (Clostridium botulinum A str. ATCC 3502); multiplex microsphere protease substrate cleavage; inhibition, % at 10 µM; actives 0.17% (n = 360,000); note: plate controls were buffer without enzyme for full effect and enzyme alone for no effect
PriA SSB inh = inhibitors of Klebsiella pneumoniae PriA binding to SSB C-terminal tail, primary screen, biochemical, AlphaScreen; AID 1272365, 2023; inhibition, % at 33 µM; PriA–SSB C-terminal tail interaction (Klebsiella pneumoniae); actives 0.6% (n = 430,000); AlphaScreen SSBct-PriA binding, biotinylated peptide; in the data active = inhibition mostly above about 37%, no sharp cut-off; inactive = mostly below about 20%;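 note: plate controls were negative control peptide for no effect and reference peptide for full effect; strong numbers were not always called active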
3CLpro inhibitor = SARS-CoV 3CLpro protease inhibitors, primary screen, biochemical, quenched FRET; Replicase polyprotein 1ab (Severe acute respiratory syndrome coronavirus), P0C6X7; recombinant SARS-CoV 3CLpro, quenched FRET peptide cleavage; inhibition, % at 6 µM; actives 0.14% (n = 290,000); AID 1706, 2009; in the data active = inhibition above about 12%
An asterisk follows results filed as active; i = inactive; u = inconclusive; x = no result given; & = joins results of further samples. Cut-off read from the data, not from the text of the source, unless noted: active = inhibition above about 30%; inconclusive = no clear call, values can overlap the other calls; inactive = below that.

SMILES	TcdB GH inh	PrPC surface inh	PfHsp40 rescue	Anthrax LF prot	BH1578 lux ind	Y pestis TopoI	BoNT-A LC inh2	PriA SSB inh	3CLpro inhibitor
O=C(Nc1cccc(C(=O)O)c1)/C(=C\c1ccc2c(c1)OCO2)NC(=O)c1ccc(Br)cc1	-2.0	-5	2.9	-2	i	-3	1.8	-8	3
CCc1cccc(NC(=O)Cn2c(=O)c3cccn3c3ccccc32)c1	0.5	-3	0.4	0	0.9	6	-1.4	-7	6
CN1/C(=C\C(=O)C[n+]2cccc(C(N)=O)c2)C(C)(C)c2ccccc21	0.4	-2	2.0	-3	-0.3	2	0.2	-13	2
O=C(c1ccc([N+](=O)[O-])o1)N1CCN(c2nc3c(Cl)cccc3s2)CC1	1.3	-1	0.4	-2	-2.0	7	3.1	14&34	x
CCOc1ccc(NC(=O)CN2C(=O)CCSc3ccc(S(=O)(=O)N4CCCC4)cc32)cc1	1.0	-3	-1.0	1	i	0	0.5	-7	-4
COc1ccc(Cn2c(=S)[nH]c3cc(C(=O)N4CCN(c5ccccc5)CC4)ccc3c2=O)cc1	-1.8	-14	-0.1	7	-0.2	5	-1.1	-3	-1
O=C(Cc1ccc(Cl)cc1)NC(=S)Nc1ccccc1N1CCOCC1	x	14	21	-5	-0.6	1	0.0	9	2
O=C(CN(C1CCCCC1)S(=O)(=O)c1ccc(F)cc1)NCC1CCCO1 (stereo not given)	0.3	10	0.4	-15	3.2	-4	-1.1	-4	x
COCCCNC1=C(Cl)C(=O)c2ccccc2C1=O	0.7	-43	-1.1	19	i	-7	3.7	20	7
Cc1ccc(Cl)c2sc(NC(=O)C3CC3)nc12	0.1	-2	0.1	3	-0.2	2	-0.3	-15	-5
COC(=O)c1sccc1-c1ccc(/C=N/OC(=O)c2ccccc2)o1	x	8	0.8	-3	-14	4	5.5	x	4
CCCCn1nnnc1SCC(=O)Nc1ccc(F)cc1	x	15	-1.0	-2	-0.3	4	0.4	1	2
CC(=O)c1nn(-c2cccc(Br)c2)cc1C(=O)c1ccc2ccccc2c1	x	2	0.2	6	-0.4	-7	-0.5	-1	-2
O=c1[nH]c2ccccc2n1C1CCN(C(CCc2ccccc2)c2nnnn2Cc2ccccc2)CC1 (stereo not given)	-0.2	3	x	2	x	x	-1.1	x	x
CNC(=O)N(C)c1ccc(C(O)(C(=O)OC)C(F)(F)F)cc1 (stereo not given)	1.3	3	-0.6	-3	-0.2	3	-4.3	5	3

An excerpt from above, limited to TcdB GH inh, BH1578 lux ind and PriA SSB inh:
canonical_smiles,TcdB GH inh,BH1578 lux ind,PriA SSB inh
COC(=O)c1sccc1-c1ccc(/C=N/OC(=O)c2ccccc2)o1,x,-14,x
CCCCn1nnnc1SCC(=O)Nc1ccc(F)cc1,x,-0.3,1
CC(=O)c1nn(-c2cccc(Br)c2)cc1C(=O)c1ccc2ccccc2c1,x,-0.4,-1

(cont.)
SMILES	TcdB GH inh	PrPC surface inh	PfHsp40 rescue	Anthrax LF prot	BH1578 lux ind	Y pestis TopoI	BoNT-A LC inh2	PriA SSB inh	3CLpro inhibitor
CCOc1cc(C=NN2CCCCCC2)ccc1O	-1.3	-1	-0.2	-8	-8.3	1	-0.7	24	x
CCOc1ccc(N2CC(NC(=O)c3ccc4ccccc4c3)CC2=O)cc1 (stereo not given)	1.8	-3	0.0	0	i	20	1.9	0	x
Cc1cc(F)ccc1NC(=O)CCc1ccc(S(=O)(=O)N2CCOCC2)cc1	1.5	-1	-0.6	-4	2.1	-1	3.2	6	x
Cc1ccc(S(=O)(=O)NC2OC(=O)C(Cl)=C2Cl)cc1 (stereo not given)	x	-2	-0.1	1	i	3	0.1	-7	-2
CCCCn1c(SCC(=O)N(CC)C2CCS(=O)(=O)C2)nnc1C(CC)N(C)C (stereo not given)	x	0	-0.5	2	-0.6	2	-0.5	-3	-2
CCOC(=O)C1=C(C)NC(C)=C(C(=O)OCC)C1C(=O)OCC(=O)N(CC)C1CCS(=O)(=O)C1 (stereo not given)	-2.1	9	-0.5	3	-0.1	0	0.6	-13	-2
CCNC(=O)NNC(=O)C1CC(c2cccnc2)=NO1 (stereo not given)	0.5	-4	0.1	-3	-0.6	1	0.0	11	-3
CCCCn1c(SCC(=O)Nc2ccccc2C(F)(F)F)nc2ccsc2c1=O	x	-7	0.7	u	-0.2	0	u	-1	5
Cn1/c(=N/N=C/c2ccc(N3CCOCC3)cc2)sc2ccccc21	1.0	-5	2.9	-2	-0.3	3	0.2	x	4
CCCn1nc(C(=O)OCC(=O)Nc2cccc(S(N)(=O)=O)c2)c2ccccc2c1=O	2.1	-6	-0.8	-3	3.6	1	0.6	-11	3
CCOC(=O)C(C)Sc1nc(-c2ccccc2)nc2ccccc12 (stereo not given)	-0.6	84*	4.0	-3	-5.7	6	-0.1	-62	5
COCn1ccnc1C(O)(c1ccc(OC)cc1)c1ccc(OC)cc1	x	-4	-0.9	-1	-1.3	5	-1.0	-13	-5
COc1cc(C2SC(C)C(=O)N2CCc2ccccc2)cc(OC)c1OC (stereo not given)	1.0	-2	-0.3	0	x	19	-0.3	-13	-1
O=C(CSc1nnc(CN2CCCC2)n1-c1ccccc1)c1ccc2c(c1)OCO2	0.4	-4	1.0	-4	i	18	-0.2	6	x
O=C(CSc1ncnc2c1nnn2Cc1ccccc1F)NCC1CCCO1 (stereo not given)	0.9	6	-0.4	3	-0.5	-3	1.5	-18	-2

Filtered by structure: those above with two or more sulfur atoms (three)
SMILES	TcdB GH inh	PrPC surface inh	PfHsp40 rescue	Anthrax LF prot	BH1578 lux ind	Y pestis TopoI	BoNT-A LC inh2	PriA SSB inh	3CLpro inhibitor
CCOc1ccc(NC(=O)CN2C(=O)CCSc3ccc(S(=O)(=O)N4CCCC4)cc32)cc1	1.0	-3	-1.0	1	i	0	0.5	-7	-4
CCCCn1c(SCC(=O)N(CC)C2CCS(=O)(=O)C2)nnc1C(CC)N(C)C (stereo not given)	x	0	-0.5	2	-0.6	2	-0.5	-3	-2
CCCCn1c(SCC(=O)Nc2ccccc2C(F)(F)F)nc2ccsc2c1=O	x	-7	0.7	u	-0.2	0	u	-1	5

Remaining list, next part:
SMILES	TcdB GH inh	PrPC surface inh	PfHsp40 rescue	Anthrax LF prot	BH1578 lux ind	Y pestis TopoI	BoNT-A LC inh2	PriA SSB inh	3CLpro inhibitor
CCOc1ccc(-c2cc(C)[n+](CCN3CCOCC3)c(-c3ccc(OCC)cc3)c2)cc1	0.9	-16	-0.4	-1	-0.5	11	-0.7	-12	1
CC1(O)CCN2C(=O)CCc3cccc1c32 (stereo not given)	0.7	2	-0.2	-8	i	3	-0.2	-8	x
O=C(NCc1nnc(SCC(=O)N2CCCc3ccccc32)o1)c1ccccc1F	-0.5	3	0.3	2	-0.3	-7	0.1	-7	-2
COc1cc(C2c3c(oc4ccccc4c3=O)C(=O)N2Cc2ccncc2)ccc1O (stereo not given)	x	-7	-1.5	0	i	3	-1.1	-12	-1
COc1ccc(C(Nc2ccc(S(=O)(=O)N3CCOCC3)cc2)C(=O)NCCC(C)C)cc1OC (stereo not given)	0.3	-2	-0.2	-17	-0.1	21	-5.4	-3	-5
O=C1NC(=O)N(c2ccccc2)C(=O)/C1=C/c1coc2ccc(O)cc2c1=O	-9.7	-2	0.4	-8	i	-7	-1.8	-12	4
Clc1ccc2c(N3CCCC3)ccnc2c1	x	-7	-1.3	2	-3.7	5	1.1	-9	-11
Cc1cc(C(=O)c2cccs2)c(N)s1	1.8	5	-0.5	-4	-0.3	-10	0.9	11	2
CCc1ccc(N(C)S(=O)(=O)c2ccc3[nH]cc(C(=O)NCCN4CCOCC4)c(=O)c3c2)cc1	x	6	-1.1	1	i	11	1.3	0	-3
O=C(NNC(=O)C1CCN(S(=O)(=O)c2ccc(Cl)cc2)CC1)c1ccccc1O	0.2	-1	1.6	-3	-4.0	2	-0.2	-9	x
Cc1ccc(-c2nnc(SCC(=O)Nc3ccccc3F)o2)cc1	0.1	-2	-0.5	5	i	4	0.8	-9	3
O=C(c1[nH]c(C(F)(F)F)nc1-c1ccccc1)N1CCN(c2ccc(C(F)(F)F)cn2)CC1	1.7	6	x	-2	x	x	-3.6	x	x
COCc1cc(CNC(=O)C2CCC(=O)N(Cc3ccccc3OC)C2)[nH]n1 (stereo not given)	1.0	2	-1.0	x	-0.4	-8	x	-11	1
O=C(CSCc1ccccc1Cl)Nc1c[nH]c(=O)[nH]c1=O	x	-4	-1.1	0	-0.2	0	-1.2	-3	0
Cc1nc2c3cc(F)ccc3n(Cc3ccc(F)cc3)c2s1	-0.1	-5	0.6	-2	-0.2	7	-0.6	-1	0

Quoted at random: 3 compounds from above, in no set order.
SMILES	TcdB GH inh	PrPC surface inh	PfHsp40 rescue	Anthrax LF prot	BH1578 lux ind	Y pestis TopoI	BoNT-A LC inh2	PriA SSB inh	3CLpro inhibitor
Clc1ccc2c(N3CCCC3)ccnc2c1	x	-7	-1.3	2	-3.7	5	1.1	-9	-11
CCc1ccc(N(C)S(=O)(=O)c2ccc3[nH]cc(C(=O)NCCN4CCOCC4)c(=O)c3c2)cc1	x	6	-1.1	1	i	11	1.3	0	-3
Cc1nc2c3cc(F)ccc3n(Cc3ccc(F)cc3)c2s1	-0.1	-5	0.6	-2	-0.2	7	-0.6	-1	0

Later entries:
SMILES	TcdB GH inh	PrPC surface inh	PfHsp40 rescue	Anthrax LF prot	BH1578 lux ind	Y pestis TopoI	BoNT-A LC inh2	PriA SSB inh	3CLpro inhibitor
CCOC(=O)CCc1c(C)nc(SCc2ccc(C(=O)O)cc2)c(C#N)c1C	0.4	-3	-1.1	16	i	13	-1.3	-5	2
CCN(CC(=O)Nc1c(F)cccc1F)C(=O)Cc1ccsc1	2.0	3	-1.6	-7	0.3	0	-4.0	-2	x
CCOC(=O)CNC(=O)N(CCOC)CC1CCCN(C2Cc3ccccc3C2)C1 (stereo not given)	1.2	-2	-0.7	-5	-0.1	0	3.5	-13	-4
O=c1c2cccnc2nc2n1CCCCC2	0.2	7	-1.4	1	-0.2	-1	-0.8	-6	0
Cc1noc(C)c1COC(=O)c1ccc(S(=O)(=O)NCc2ccco2)cc1	x	-1	-0.4	1	-0.5	7	1.0	10	2
COC(=O)[C@H]1C[C@@]2(O)CN(S(=O)(=O)c3ccc(C)cc3)C[C@@]2(OC(=O)NCc2ccccc2F)C[C@H]1C(=O)OC	1.8	-5	x	-3	-0.4	-5	-0.5	x	x
Cc1cc(=O)[nH]c(Nc2cccc(C(F)(F)F)c2)n1	x	-3	0.7	x	i	0	x	-12	2
COc1ccc(C(=O)NC2CCN(CC(=O)Nc3cccc(C)c3)CC2)cc1OC	x	7	-0.5	-2	-0.5	-3	-0.2	-15	0
COc1ccc(N2C(=O)C3CCCN3C2c2ccccc2)cc1Cl (stereo not given)	x	0	-0.3	0	5.0	5	0.5	-16	-4
COC(=O)[C@]1(C)N[C@H](CN(C)S(=O)(=O)c2ccc(C)cc2)[C@@H]2C(=O)N(C)C(=O)[C@@H]21	-0.5	-7	-0.2	-4	i	5	0.1	-17	x
C#CCOCCOCCOCCNc1nc(N2CCN(C(=O)[C@H](CO)n3cc([C@@H](N)C(C)C)nn3)CC2)nc(N2CCN(C(=O)[C@H](CCC(=O)O)n3cc([C@@H](N)CCCCN)nn3)CC2)n1	1.1	1	-0.8	1	-0.5	-8	0.3	2	x

A portion of the library, so the mix of outcomes need not match the whole.
